# Screening results as filed in PubChem.
# EPAC2 antagonist: antagonists of human EPAC2; EPAC2 GEF exchange of Rap1B-BODIPY-GDP, fluorescence; 360,000 tested, 0.18% active; Q8WZA2; Potency, µM (series often up to 114 µM), without a hit: top-dose activity, negative = inhibition, actives largely listed as inhibitors; note: % is set by controls: 0 for no effect and ±100 for the full control effect; nearly all actives have a fitted effect of over 45% in size; many of its hits are not listed in these tables
# Target sequence (Q8WZA2 whole entry, looked up): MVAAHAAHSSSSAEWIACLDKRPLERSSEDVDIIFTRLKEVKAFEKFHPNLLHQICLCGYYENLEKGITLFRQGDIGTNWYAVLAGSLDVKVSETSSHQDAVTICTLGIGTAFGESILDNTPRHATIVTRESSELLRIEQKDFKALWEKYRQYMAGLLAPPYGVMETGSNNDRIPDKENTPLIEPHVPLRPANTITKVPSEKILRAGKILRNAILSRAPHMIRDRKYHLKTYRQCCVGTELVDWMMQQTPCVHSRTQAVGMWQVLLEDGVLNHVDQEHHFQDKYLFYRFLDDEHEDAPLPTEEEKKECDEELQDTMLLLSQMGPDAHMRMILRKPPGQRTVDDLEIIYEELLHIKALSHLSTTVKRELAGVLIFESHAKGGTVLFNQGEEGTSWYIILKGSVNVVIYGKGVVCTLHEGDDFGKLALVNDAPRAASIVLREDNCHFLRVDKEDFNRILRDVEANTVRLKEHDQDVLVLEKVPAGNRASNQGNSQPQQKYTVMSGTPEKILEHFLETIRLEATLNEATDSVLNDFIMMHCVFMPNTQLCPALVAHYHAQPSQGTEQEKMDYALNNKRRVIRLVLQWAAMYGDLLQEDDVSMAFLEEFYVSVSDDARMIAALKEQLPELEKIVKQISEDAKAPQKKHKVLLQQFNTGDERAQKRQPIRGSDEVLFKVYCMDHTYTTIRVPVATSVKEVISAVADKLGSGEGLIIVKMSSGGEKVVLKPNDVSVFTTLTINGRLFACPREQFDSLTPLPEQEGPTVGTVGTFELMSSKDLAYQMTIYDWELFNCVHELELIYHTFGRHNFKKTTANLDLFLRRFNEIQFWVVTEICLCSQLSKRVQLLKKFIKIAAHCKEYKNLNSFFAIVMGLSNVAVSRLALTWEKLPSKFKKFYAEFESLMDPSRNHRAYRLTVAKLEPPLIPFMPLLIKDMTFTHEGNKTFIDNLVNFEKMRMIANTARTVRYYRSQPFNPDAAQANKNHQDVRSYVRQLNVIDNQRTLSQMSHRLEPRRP
# MCF10A rereplic: induces DNA re-replication in MCF 10a normal breast cells; MCF 10A DNA re-replication, Hoechst nuclear intensity, 48 h; Potency, µM (titrated, usually from 46.1 µM), for inactives: top-dose activity, positive = re-replication, hits mostly activators; 350,000 tested, 2.9% active; AID 624296; note: % of control where 0% means no effect; nearly all actives have a fitted effect of over 50% in size
# HepG2 viability: HepG2 cytotoxicity, counter-screen for TGF-b inhibitors. HepG2 CAGA-GFP viability, ATP luminescence, 18 h. Potency, µM (highest dose often 46.1 µM), for inactives: top-dose activity change, negative = cytotoxicity, most hits filed as cytotoxic. 410,000 tested, 0.76% active. AID 588856; note: some results filed as inactive show a strong effect at the top dose
#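 HepG2 CAGA-GFP cells (1000/well, DMEM with 1% FBS) received compound, then TGF-beta at 500 pg/mL final, and were incubated 18 hours at 37 degrees C. Viability was read by CellTiter-Glo luminescence. Media-only wells were set as complete cell-killing and DMSO as no toxicity.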
# S2 tox: cell viability loss in ATXN counter-screen; Potency, µM (doses to about 56.7 µM), actives largely listed as cytotoxic; S2 cells (HEK-293 line with an ATXN2-luciferase reporter) viability, CellTiter-Fluor protease fluorescence, 24 h; 400,000 tested, 0.49% active; note: nearly all actives have a fitted effect of over 40% in size
# Nrf2 block: blocks Nrf2 signaling | Potency, µM (series often up to 46 µM), without a hit: top-dose activity change, negative = inhibition, most hits filed as inhibitors | A549 ARE-Fluc reporter, luciferase luminescence, 18-24 h | 360,000 tested, 2.1% active; note: % is set by controls: 0 for no effect and ±100 for the full control effect; nearly all actives have a fitted effect of over 60% in size
#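 Nrf2 function is reported as luminescence of an ARE-controlled luciferase in A549 cells. Compounds were tested at several concentrations, and a CellTiter-Fluor read on the same wells flagged cytotoxicity.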
# Nrf2 activator: activators of Nrf2 (ARE) signaling; AREc32 ARE-luciferase reporter (MCF7-derived line), luminescence, 24 h; Potency, µM (titrated, usually from 46.1 µM), inactives show at the highest dose activation, usual class: activators; 410,000 tested, 0.31% active; AID 624171; note: % of control where 0% means no effect; nearly all actives have a fitted effect of over 65% in size
#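 For detection, Steady-Glo was added and plates sat 30 min at RT; before that, AREc32_Fluc cells grown overnight in OPTI-MEM/5% FBS had been treated with 23 nL compound for 24 hr at 37 deg C.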
# TGFb SMAD3 inh: inhibitors of TGF-b signaling | HepG2 CAGA-GFP TGF-b/SMAD3 reporter, GFP fluorescence, 18 h; TGF-beta stimulated, 500 pg/mL final | Potency, µM (top dose mostly 46.1 µM), for the others: at the top dose activity, negative = inhibition, actives largely listed as inhibitors | 410,000 tested, 1.2% active | AID 588855; note: % is set by controls: 0 for no effect and ±100 for the full control effect; nearly all actives have a fitted effect of over 65% in size
#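 Inhibition was scored as loss of TGF-beta-induced (500 pg/mL final, 18 hours, 37 degrees C) GFP in HEPG2 cells carrying a CAGA-GFP reporter, in DMEM with 1% FBS. Well GFP was summed per cell; Activity was normalised to unstimulated and stimulated DMSO wells, then concentration-response fitting.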
# A549 viability: counter-screen for Nrf2 inhibitors: cytotoxicity in A549 cells. A549 ARE-Fluc cells, CellTiter-Fluor viability, 18-24 h. AID 504648. 390,000 tested, 0.16% active. Potency, µM (top dose mostly 46 µM), for the others: at the top dose activity change, negative = cytotoxicity, most hits filed as inhibitors; note: % is set by controls: 0 for no effect and ±100 for the full control effect
#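 A549 ARE_Fluc cells in 5% FBS OPTI-MEM were exposed to compounds in concentration-response for 18-24 h at 37 deg C. Viability was read by CellTiter-Fluor fluorescence (Ex 405/Em 525) after 30 min, before the luciferase read.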
# ATXN2 expr inh: inhibitors of ATXN2 expression; HEK-293 ATXN2-luciferase reporter, luminescence, 24 h; Potency, µM (titrated, usually from 57 µM), inactives show top-dose activity change, negative = inhibition, actives largely listed as inhibitors; 360,000 tested, 0.72% active; AID 1745845; note: % is set by controls: 0 for no effect and ±100 for the full control effect; nearly all actives have a fitted effect of over 55% in size
#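 qHTS (up to 57 uM final) was run with 24 h compound exposure of reporter cells at 37 °C. Each well was multiplexed: SteadyGlo luminescence measured ATXN2-luciferase expression after a fluorogenic Gly-Phe-AFC viability readout (25 uM final).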
# An asterisk follows results filed as active; i = inactive; ? = inconclusive; . = no result given; & = joins results of further samples; ! = repeats disagree; [ ] = another dose, or the depositor's remark. Calls come from the whole dose curve; as a rule, active = well fitted curve in the direction sought with a large enough effect; inconclusive = small, poorly fitted or top-dose-only effect, or another doubt; inactive = no such curve, though single readings can be large; an effect the other way counts as inactive or inconclusive. Potency is the fitted concentration of half-maximal effect.
# Results follow in this order: ATXN2 expr inh | TGFb SMAD3 inh | S2 tox | EPAC2 antagonist | MCF10A rereplic | HepG2 viability | Nrf2 activator | A549 viability | Nrf2 block
COc1ccc(/C=C/c2ccccc2)cc1C1C2C=CCCC2(C)C(=O)N1Cc1ccccc1 (centres undefined)
    . | -2% | . | . | . | -16% | . | 1% | 5%
CCN(CC)S(=O)(=O)c1cccc(-c2nnc(SCC(=O)c3ccc(Cl)s3)n2C)c1
    -13% | -7% | ? | -2% | -1% | -18% | -0.1% | 1% | 8%
C[C@H](CO)N1C[C@H](C)[C@@H](CN(C)C(=O)NC2CCCCC2)Oc2ccc(NS(=O)(=O)c3ccccc3)cc2C1=O
    0% | 18% | i | -12% | 2% | 2% | -0.9% | -4% | -6%
COC(=O)C1C(O)=C(C=NCc2ccccc2)C(=O)CC1(C)C (centres undefined)
    -2% | 3% | i | 7% | 1% | -12% | -0.6% | 2% | 22%
O=C(Nc1cc(Cl)ccc1N1CCOCC1)c1ccc2c(c1)OCO2
    . | 6% | i | -20% | . | -2% | 0.7% | . | .
Cc1c(C)c2c(C)[nH]nc2oc1=O
    7% | -8% | i | 5% | 15% | -6% | 0.3% | -6% | -5%
CC(=O)c1ccc(NC(=O)CN2CCCC2)cc1
    56%[activator] | 5% | i | 2% | -5% | -7% | 1.4% | 2% | ?
O=C(NC(=O)N1CCN(c2ccccc2)CC1)c1ccc(Cl)cc1
    57%[activator] | ? | ? | 7% | ? | 11% | 0.4% | -6% | 8%
O=C(NCC1CCCO1)c1cc(S(=O)(=O)N2CCCCC2)ccc1Cl (centres undefined)
    . | -5% | i | 1% | 15% | -20% | -0.6% | 11% | -9%
CCn1c(CNC(=O)c2cc(OC)c(OC)c(OC)c2)cc2ccccc21
    0% | -14% | i | -5% | 15% | -9% | 0.5% | 1% | 21µM*
Cc1cc(C)c(S(=O)(=O)c2ccccc2C)c(OCC(C)(C)C)n1
    -18% | ? | i | -12% | ? | 0% | -0.1% | 0% | .
CN(C)c1ccc(-c2nc3n(n2)C(c2cccnc2)C2=C(CC(C)(C)CC2=O)N3)cc1 (centres undefined)
    12% | ? | i | -8% | ? | -18% | 1.5% | 1% | -12%
CC(C)Oc1ccc(CNC(=O)c2ccccc2NC(=O)c2nsc3ccccc23)cc1
    . | ? | . | . | . | -23% | 4.5% | -1% | .
CSc1nc(-c2ccccc2)nn1C(=O)c1ccccc1
    0% | -1% | i | 1% | ? | -8% | 0.3% | 2% | 24%
Cc1cc2nc(C3CCCCC3)c(Cc3cccc(Cl)c3)n2c(C)c1Br
    12% | . | i | 3% | . | . | 4.9% | . | .
O=C(CC1Oc2ccccc2NC1=O)NC1CCCC1 (centres undefined)
    4% | 0% | i | 9% | 18% | -1% | 0.2% | -1% | -7%
C=CCNC(=S)N/N=C/c1ccc(OCc2ccccc2)cc1
    . | 1% | i | 4% | 0% | 9% | -0.9% | -2% | 3%
O=C(CSc1ccccn1)N1CCN(c2ccc(Cl)cc2)CC1
    -9% | -12% | i | 3% | -178%[0.0737 µM] | -1% | -0.1% | -6% | ?
Cc1nonc1C(=O)N/N=C/c1ccccc1
    1% | 4% | ? | 1% | 3% | -15% | 0.6% | -1% | ?
CCN(CC)C(=O)C1=C(C)N(Cc2ccc(OC)cc2)C(=O)C(CC(=O)NCCCCc2ccccc2)C1 (centres undefined)
    -23% | 0% | ? | -10% | . | -25% | -0.1% | . | .
C/C=C\C=C\C(=O)N1CC2(CC(c3cccc(NC(=O)/C(C)=C\C)c3)=NO2)C[C@H]1C(N)=O (some centres undefined)
    -11% | 1% | i | 8% | -2% | -81% | -0.4% | 0% | -5%
CC(=O)c1cccc(-c2ccnc3c2CC(C(=O)Nc2ccc(Cl)c(C(F)(F)F)c2)O3)c1 (centres undefined)
    0% | 13µM* | ? | 6% | . | -23% | 0.0% | . | .
Cc1ccc(S(=O)(=O)N(C)c2c(C)ccc(S(=O)(=O)N3CCN(C)CC3)c2C)cc1
    6% | ? | i | 1% | 0% | -13% | 0.5% | 18% | 2%
O=c1[nH]cc(CN2CCOCC2)c(=O)[nH]1
    4% | 3% | i | -6% | -1% | -5% | -0.1% | 2% | -3%
Nc1nnnn1/N=C/c1ccc(F)cc1
    13% | 6% | i | 1% | 1% | -1% | -0.7% | -1% | -21%
Cc1cccc(-c2nc3ccccc3c(=O)n2NC(=O)c2ccc([N+](=O)[O-])c(C)c2)c1
    . | -8% | i | 0% | -2% | -13% | 0.1% | -17% | ?
COC(=O)c1ccc(NC(=O)CNC(=O)c2sc3ccccc3c2Cl)cc1
    -28% | -5% | i | -3% | ? | 0% | -0.4% | 15% | 17%
COC(=O)c1c(NC(=O)CC2NCCNC2=O)sc2c1CCCC2 (centres undefined)
    4% | -2% | ? | 7% | 2% | -4% | -0.6% | ? | -26%
Cc1ccc(S(=O)(=O)NCC(=O)OCC(=O)Nc2cccc(S(=O)(=O)NC3=NCCCCC3)c2)cc1
    0% | 21% | i | 1% | 0% | 3% | -0.5% | 2% | 1%
O=C(OCc1cn([C@@H]2C[C@H](c3ccc(Cl)cc3)N(CC3CCCCC3)C[C@H]2O)nn1)c1ccccc1
    4% | 2% | i | -9% | . | -35% | -0.4% | . | .

# The listing continues:
# Results follow in this order: ATXN2 expr inh | TGFb SMAD3 inh | S2 tox | EPAC2 antagonist | MCF10A rereplic | HepG2 viability | Nrf2 activator | A549 viability | Nrf2 block
Cc1onc(-c2c(F)cccc2Cl)c1C(=O)OCC(=O)NCc1ccco1
    -13% | 4% | i | -2% | 1% | -21% | 6.5% | 3% | -14%
CC1(C(=O)NS(=O)(=O)C2CC2)CCCN(C(=O)c2ccc(F)c(Cl)c2)C1 (centres undefined)
    -1% | 20% | ? | 18% | . | 14% | -1.3% | . | .
CC(NC(=O)C1CCCN1S(=O)(=O)c1cccc2nsnc12)c1ccccc1 (centres undefined)
    4% | 0% | i | -3% | 5% | -5% | 0.2% | -7% | 12%
O=C(O/N=C(\c1ccccc1)c1ccncc1)c1ccccc1Cl
    9% | -2% | ? | ? | 1% | -5% | -0.5% | 8% | 3%
COc1ccc(Cl)cc1NCC(=O)Nc1ccc(OC)c(S(=O)(=O)N2CCCCC2)c1
    -1% | -20% | i | 0% | 0% | -21% | 0.1% | -11% | ?
CC(=O)N1CCN(C(=O)CCNS(=O)(=O)c2ccccc2)CC1
    3% | -4% | i | 4% | 1% | 2% | -0.2% | 1% | 4%
C=CC[C@H](CC(=O)N(CCO)Cc1ccccc1)C(=O)N[C@H](C)COC(=O)[C@@H](CC=C)CC(=O)OC(C)(C)C
    -8% | -16% | ? | -16% | -15% | -29% | -0.1% | -11% | -17%
Cc1nn(Cc2ccc(Cl)cc2Cl)c(Cl)c1/C=C/C(=O)OCC(=O)NCC(F)(F)F
    -4% | 0% | i | 0% | ? | -3% | -0.1% | 1% | 2%
Cc1noc(C)c1CSCC(=O)Nc1nc2ccc(Oc3ccccc3)cc2s1
    3% | ? | i | -5% | ? | 3% | 0.4% | 3% | .
CCN(CC)S(=O)(=O)c1ccc(OC(C)C)c(N)c1
    . | 17% | i | 28% | -1% | -15% | -0.2% | 0% | -9%
Cc1n[nH]c(C)c1S(=O)(=O)N1CCCC(C(=O)NCc2cccs2)C1 (centres undefined)
    -2% | 17% | i | -4% | 0% | -15% | -0.9% | 13% | 7%
NC1=C(Cl)C(=O)c2ccccc2C1=O
    ? | ? | ? | -7% | ? | 5.6µM* | -3.2% | ? | 16µM*
COc1cccc(C(=O)Nc2ccc(NC(=O)c3ccco3)nc2)c1
    24% | -9% | i | 3% | 2% | -9% | 0.1% | 5% | ?
O=C(COC(=O)CCc1ccc(S(=O)(=O)N2CCOCC2)cc1)NC1CCCC1
    -2% | -9% | i | -7% | 29% | -15% | 3.1% | 7% | -5%
Cc1ccc2c(c1)C(c1ccccc1)N(C(=O)CC(C)C)CC(=O)N2 (centres undefined)
    -19% | 3% | i | 1% | -6% | -1% | -0.1% | -3% | ?
COC(=O)c1ccc(OC)c(Cn2c(=O)n(Cc3ccccc3)c(=O)c3c2c2cc(OC)ccc2n3C)c1
    5% | -1% | i | . | . | -42% | -0.1% | 3% | -8%[9.27 µM]
CCN(CCCNC(=O)C1CCN(S(=O)(=O)CC)CC1)c1ccccc1
    7% | 2% | i | 9% | 2.9µM* | 1% | -1.2% | -7% | 14%
COc1cc(C=NN2CCCCC2)cc(OC)c1OC
    . | -1% | ? | 4% | . | -27% | -0.5% | . | .
CCC1CN(C(=O)NCc2ccc(C)cc2)c2cc(C)ccc2O1 (centres undefined)
    0% | ? | i | ? | 14% | -26%&-12% | 0.6%&7.8% | ? | 21µM*!
Cc1ccc(S(=O)(=O)N2[C@H](C(C)C)[C@H]3[C@H]4C(=O)N(c5ccccc5)C(=O)[C@H]4CC(=O)[C@H]3[C@@H]2c2ccccc2)cc1
    3% | 5% | i | -4% | . | -1% | -0.5% | . | .
Cc1cc(C)cc(NC(=O)CN(c2ccc(F)cc2)S(C)(=O)=O)c1
    -5% | -9% | i | -11% | ? | 2% | -0.4% | 3% | -25%
Cc1c(NC(=O)Cn2cc([N+](=O)[O-])cn2)c(=O)n(-c2ccccc2)n1C
    -23% | 3% | ? | 10% | -7% | 3% | 0.3% | 0% | 15%
CCOC(=O)c1[nH]c2c(c1C)C(=O)CC(c1ccc(N(C)C)cc1)C2 (centres undefined)
    1% | -38% | i | 10% | 26% | -19% | 0.0% | -9% | -7%
Cn1c(=O)c(C(=O)COC(=O)c2cc(C3CC3)nc3ccccc23)c(N)n(Cc2ccccc2)c1=O
    -16% | -14% | i | 1% | ? | -6% | -0.2% | -8% | ?

# The list is partial; rates above refer to the full screens.
